MEP2-GFP yeast: modulators of MEP2-GFP levels in yeast, primary screen, S. cerevisiae, multiplex flow cytometry, MLPCN library; AID 2016, 2009; hit rate 0.51% among 330,000; GFP response vs DMSO, % at 10 µM; S. cerevisiae MEP2-GFP strain, 3 h; 100% = DMSO control level;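 active means GFP response versus DMSO above a set limit, roughly screen mean plus 3 SD, cut at about 180% in these data; inconclusive means fewer than 70 cells counted for a yeast strain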;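 further: median GFP fluorescence of the barcode-gated MEP2-GFP cells per well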
RPL19A TOR yeast: RPL19A-GFP expression modulators in yeast, primary screen, cell-based, S. cerevisiae, multiplex flow cytometry, MLPCN; S. cerevisiae RPL19A-GFP strain, 3 h; active compounds read low; percent response vs DMSO, % at 10 µM; hit rate 0.3% among 330,000; AID 2025, 2009;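 active means percent response vs DMSO below 50%; inconclusive means fewer than 70 events counted for the yeast strain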;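 further: median channel GFP fluorescence of the barcoded RPL19A-GFP strain; ratio of sample median GFP to plate DMSO average so 100% = DMSO; lower means less RPL19A-GFP as with rapamycin TOR inhibition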
procasp3 activ: activators of human procaspase-3 D3A mutant, primary screen, biochemical, absorbance, PC-3 D3A mutant, single concentration; AID 463141, 2010; hit rate 0.11% among 330,000; Caspase-3 (Homo sapiens), P42574; activation, % at 8.5 µM; recombinant procaspase-3 D3A, Ac-DEVD-pNA absorbance 405 nm;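 active means activation above the mean of all tested compounds plus 3 SD, cut at about 21% in these data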;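 further: 0% = DMSO alone and 100% = DMSO wells spiked with extra 5 µM PC-3 D3A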
Target sequence (P42574 whole entry D9A/D28A/D175A): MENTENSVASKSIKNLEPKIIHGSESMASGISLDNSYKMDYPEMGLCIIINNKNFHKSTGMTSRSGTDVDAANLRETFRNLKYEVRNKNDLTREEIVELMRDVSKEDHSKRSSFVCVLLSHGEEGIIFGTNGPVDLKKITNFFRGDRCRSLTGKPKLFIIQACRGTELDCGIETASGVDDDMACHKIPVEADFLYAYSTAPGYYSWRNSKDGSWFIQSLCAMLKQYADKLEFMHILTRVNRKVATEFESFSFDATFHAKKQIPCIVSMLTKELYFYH
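Compound: 8.5 µM single point, 0.8% DMSO / Material: Autoprocessing-dead procaspase-3 D3A mutant enzyme / Timing: 1 h preincubation plus 2 h reaction at 25 °C / Medium: Zinc-free HEPES/NaCl buffer with 0.01% Triton X-100 at pH 7.4 / Technique: 405 nm absorbance of p-nitroaniline, reads at 0 and 120 min / Repeats: one well per compound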
ZTA DNA inh: blocks Epstein-Barr virus ZTA, an EBNA-1 counter-screen. ZTA-DNA binding, fluorescence polarization. hit rate 0.15% among 320,000. inhibition, % at 11 µM; in the data active means inhibition above about 33%
EBNA-1 inh: EBNA-1 DNA-binding inhibitors, primary screen, biochemical, fluorescence polarization; inhibition, % at 14.8 µM; hit rate 0.34% among 300,000; AID 1950, 2009; in the data active means inhibition above about 28%
LAP4 TOR yeast: modulators of LAP4-GFP expression in yeast, primary screen, S. cerevisiae, multiplex flow cytometry, MLPCN library | 3 h; median GFP as percent of DMSO wells | GFP response vs DMSO, % at 10 µM | hit rate 0.34% among 320,000 | AID 2023, 2009;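 active means GFP response vs DMSO above a set limit, about the screen mean plus 3 SD, cut at about 150% in these data; inconclusive means under 70 cell events counted for the yeast strain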
AHR act: AHR activators, primary screen, cell-based, luminescence, luciferase reporter, human | Aryl hydrocarbon receptor (Homo sapiens), P35869 | AHR-responsive luciferase reporter cells | activation, % at 5 µM | hit rate 2.5% among 320,000; in the data active means activation above about 47%;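 further: 0% = vehicle wells and 100% = reference agonist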
Target sequence (P35869 whole entry, looked up): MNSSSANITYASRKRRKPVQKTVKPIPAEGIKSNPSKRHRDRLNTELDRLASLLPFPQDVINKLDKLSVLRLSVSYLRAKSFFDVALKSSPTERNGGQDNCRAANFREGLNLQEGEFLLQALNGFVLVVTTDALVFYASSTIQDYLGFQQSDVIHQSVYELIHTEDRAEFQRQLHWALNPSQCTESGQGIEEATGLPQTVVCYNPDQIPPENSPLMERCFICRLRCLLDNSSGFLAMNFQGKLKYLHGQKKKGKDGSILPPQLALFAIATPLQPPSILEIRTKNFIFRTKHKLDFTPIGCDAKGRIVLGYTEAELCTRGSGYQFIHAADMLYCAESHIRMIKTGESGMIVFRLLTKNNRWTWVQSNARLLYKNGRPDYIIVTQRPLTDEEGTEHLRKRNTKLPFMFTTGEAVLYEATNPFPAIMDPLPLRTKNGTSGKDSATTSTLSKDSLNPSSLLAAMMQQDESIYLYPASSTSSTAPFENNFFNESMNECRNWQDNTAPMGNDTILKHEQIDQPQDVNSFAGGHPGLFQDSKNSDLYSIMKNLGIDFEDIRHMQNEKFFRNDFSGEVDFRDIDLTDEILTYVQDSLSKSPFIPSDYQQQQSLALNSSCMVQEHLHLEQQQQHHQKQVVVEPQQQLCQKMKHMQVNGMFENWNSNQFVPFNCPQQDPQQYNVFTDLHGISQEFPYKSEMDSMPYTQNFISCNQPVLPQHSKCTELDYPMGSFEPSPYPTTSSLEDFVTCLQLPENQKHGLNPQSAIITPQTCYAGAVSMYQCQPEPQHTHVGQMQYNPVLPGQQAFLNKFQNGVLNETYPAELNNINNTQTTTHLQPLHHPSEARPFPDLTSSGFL
proCasp7 act: procaspase-7 activators, primary screen, counter-screen for procaspase-3 activator project, biochemical, absorbance, HTS, human; hit rate 0.093% among 330,000; Caspase-7 (Homo sapiens), P55210; activation, % at 8.5 µM; recombinant procaspase-7, Ac-DEVD-pNA absorbance 405 nm; D23A/D198A/D206A triple mutant, cannot self-cleave; scale: DMSO 0, 5 µM enzyme 100;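 active means percent activation above the screen-wide mean plus 3 SD, cut at about 25% in these data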
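System: Uncleavable procaspase-7 mutant enzyme; Amount: 2 µM procaspase-7 mutant as dispensed; Schedule: 1 h compound preincubation, 2 h substrate cleavage, 25 °C; Measured by: 405 nm absorbance of p-nitroaniline; Evaluation: percent activation from buffer-corrected 0–120 min absorbance change; Control set: low DMSO alone, high DMSO plus 5 µM PC-7.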
* hit, by the source's call; ? = inconclusive; nt = not tested or not shown. The order is random (roughly 3.8% active in at least one column).

entry | SMILES | LAP4 TOR yeast | RPL19A TOR yeast | proCasp7 act | EBNA-1 inh | AHR act | ZTA DNA inh | MEP2-GFP yeast | procasp3 activ
1 | COc1ccccc1C(=O)NC(=O)COC(=O)c1ccc(Cl)nc1 | 112 | 91 | 3 | 6 | -3 | 18 | 97 | -9
2 | COc1ccccc1N(C)S(=O)(=O)c1ccc(Cl)c(C(=O)Nc2cccc(C)n2)c1 | 100 | 94 | 6 | -6 | 3 | -22 | 96 | -8
3 | CCc1cc2c(C)ccc(C)c2nc1SCC(=O)Nc1c(C)[nH]c(=O)[nH]c1=O | 110 | 102 | -8 | 0 | 0 | 6 | 133 | 2
4 | COCCN(C(=O)c1ccccc1)c1nnc(-c2cccnc2)s1 | 106 | 98 | 2 | 0 | 1 | -2 | 95 | 2
5 | CCC(C)Nc1nc(N)c([N+](=O)[O-])c(NCCO)n1 (stereo unspecified) | 105 | 97 | 4 | -5 | 1 | -13 | 105 | 2
6 | CCCCCOCC1CC(C/C(C)=N/Nc2nc(-c3ccccc3)cs2)C(=O)O1 (stereo unspecified) | 95 | 94 | -23 | 4 | 33 | 6 | 95 | -10
7 | N#CCOC(=O)/C=C/c1ccc2c(c1)OCO2 | 93 | 100 | 13 | 9 | 0 | 18 | 102 | 3
8 | O=C(Nc1cc(S(=O)(=O)N2CCCCCC2)ccc1OCC(F)(F)F)C1CCC1 | ? | ? | 5 | 4 | 11 | -7 | ? | 5
9 | O=C(Nc1ccc2ccccc2c1)N1CCCN(CCOc2ccccc2)CC1 | 101 | 92 | 4 | -4 | 4 | -8 | 97 | 3
10 | CCc1ccc(C(=O)NNC(=O)CN2C(=O)NC(CC)(c3ccccc3)C2=O)cc1 (stereo unspecified) | 102 | 96 | -4 | 4 | 1 | 6 | 94 | 6
11 | O=C(CN1CCN(C(=O)C2COc3ccccc3O2)CC1)Nc1ccccc1 (stereo unspecified) | 110 | 99 | 7 | 4 | -3 | -4 | 112 | -1
12 | CC(=O)C1=C(O)C(=O)N(Cc2ccccc2)C1c1ccc([N+](=O)[O-])cc1 (stereo unspecified) | 100 | 101 | 13 | -2 | 0 | -9 | 107 | -2
13 | COc1ccc(NC(=O)Cc2cccs2)cc1S(=O)(=O)N1CCCCC1 | 90 | 98 | 7 | nt | 6 | nt | 92 | 4
14 | COc1cc(=O)[nH]c(SC(C)C(=O)Nc2cccc3ccccc23)n1 (stereo unspecified) | 93 | 105 | 6 | 3 | 11 | 5 | 103 | -6
15 | O=C(NC1(c2ccccc2)CC1)C1CCC(=O)N(Cc2ccc(Cl)cc2)C1 (stereo unspecified) | 94 | 101 | 2 | 11 | 0 | -2 | 100 | 3
16 | CC1(C(=O)N/N=C/c2c(F)c(F)c(F)c(F)c2F)CC1(Cl)Cl (stereo unspecified) | 114 | 98 | 5 | -14 | 0 | -14 | 95 | -1
17 | Cc1csc(NC(=O)CSc2nnc(Cn3c(=O)sc4ccccc43)n2-c2ccccc2)n1 | 100 | 99 | 3 | 2 | 2 | -16 | 111 | 3
18 | CCc1c(C)c(C#N)c2[nH]c3ccccc3n2c1=S | 110 | 101 | -21 | -6 | 59* | -9 | 109 | -2
19 | CCOc1nc(-c2ccc(OC)cc2)ccc1-c1noc(C)n1 | 106 | nt | -6 | -8 | 14 | -3 | 101 | -4
20 | CSc1nsc(SCC(=O)Nc2ccc(O)c(C(=O)O)c2)n1 | 98 | 99 | -5 | -10 | 7 | -5 | 114 | -13
21 | COc1cc2c(cc1OC)-c1cc(Nc3ccc(N(C)C)cc3)nc(=O)n1CC2 | 101 | 90 | -29 | -10 | 10 | -12 | 86 | -12
22 | O=C(Nc1ccc(Cl)cc1)N1CCN(c2ncccn2)CC1 | 98 | 93 | 6 | -4 | 1 | -9 | 94 | 6
23 | CCCCCC(=O)N(CN1C(=O)CCC1=O)c1ccccc1 | 98 | 101 | 9 | 7 | -1 | -10 | 99 | 5
24 | Cc1c(O)ccc(-c2n[nH]c(C(=O)O)c2-c2nc3ccccc3s2)c1O | 101 | 99 | -1 | -6 | 26 | -8 | 97 | -2
25 | CC(C)C(=O)Nc1cccc2nsnc12 | 102 | 99 | -5 | 7 | 18 | 1 | 98 | -1
26 | CC(C)CCC(CCNCc1ccccn1)c1ccc(Cl)cc1 (stereo unspecified) | 89 | 102 | -14 | -13 | 3 | -18 | 100 | -15
27 | CCOc1ccc(S(=O)(=O)Nc2ccc(S(=O)(=O)N3CCCC3)cc2)cc1 | 100 | 95 | 2 | 11 | -1 | 10 | 98 | -1
28 | O=C(Nc1nnc(SCc2c(Cl)cccc2Cl)s1)c1cccc([N+](=O)[O-])c1 | 105 | 100 | 4 | 3 | 0 | 0 | 102 | -1
29 | Cc1ccc(C(=O)Nc2cccnc2N2CCN(C)CC2)cc1 | 101 | 97 | -3 | -2 | 2 | 4 | 95 | 1
30 | CCN(CC)C(=O)c1ccc(CS(=O)(=O)c2ccc(OC)cc2)o1 | 96 | 102 | 7 | -2 | -1 | 4 | 101 | 7

AHR act: hit marks shown above
no. | SMILES | LAP4 TOR yeast | RPL19A TOR yeast | EBNA-1 inh | AHR act | MEP2-GFP yeast | procasp3 activ
18 | CCc1c(C)c(C#N)c2[nH]c3ccccc3n2c1=S | 110 | 101 | -6 | 59* | 109 | -2

New compounds follow.
entry | SMILES | LAP4 TOR yeast | RPL19A TOR yeast | proCasp7 act | EBNA-1 inh | AHR act | ZTA DNA inh | MEP2-GFP yeast | procasp3 activ
31 | COc1ccc(C(=O)NCc2nnc(SCC(=O)N3CCC(C)CC3)o2)cc1OC | 98 | 103 | 2 | -6 | 2 | 5 | 97 | 5
32 | O=C(N/N=C/c1c[nH]c2ccccc12)c1cc(-c2ccccc2)n[nH]1 | 97 | 104 | -6 | -7 | 38 | -9 | 106 | 2
33 | O=C(O)C1=NN(c2ccccc2)C(=O)CC1 | 99 | 107 | 12 | 3 | 5 | 0 | 109 | 13
34 | O=C(CCC1CCCCC1)Nc1c2c(nn1-c1ccc(F)cc1)CS(=O)C2 (stereo unspecified) | 98 | 97 | 0 | -2 | -1 | -10 | 100 | 4
35 | Cc1cc(NC(=O)c2ccccc2)nc(C)n1 | 111 | 105 | -2 | 13 | 8 | 12 | 103 | 6
36 | O=C(CN(Cc1ccccc1F)C(=O)c1csnn1)NC1CCCCC1 | 102 | 100 | -18 | 4 | -1 | 9 | 96 | -5
37 | CCN(C(=O)CSc1nc2ccccc2n1C)C1CCS(=O)(=O)C1 (stereo unspecified) | 98 | 97 | 1 | nt | 3 | 7 | 98 | -4
38 | Nc1nc(-c2ccc3c(c2)CCO3)cs1 | 100 | 103 | -6 | 5 | 3 | 3 | 112 | -1
39 | Cc1cc(C(=O)CSc2ncnc3ccccc23)c(C)n1C1CC1 | 116 | 99 | -10 | nt | 29 | -2 | 107 | -4
40 | CCOC(=O)c1nnn(-c2nonc2N)c1-c1cccc2ccccc12 | 105 | 100 | -2 | -4 | -2 | 6 | 97 | -2
41 | Cc1ccc(CN2CCN(Cc3nc(C(C)C)cs3)CC2CCO)cc1 (stereo unspecified) | 102 | 102 | -6 | -14 | 0 | 5 | 110 | 5
42 | COc1cccc(CNC(=O)Cn2cc3c(n2)CCCCC3)c1 | 99 | 97 | 9 | -1 | 14 | 3 | 100 | 3
43 | O=C(CCS(=O)(=O)c1cccc2nsnc12)NCc1ccccc1Cl | 98 | 100 | 10 | -1 | 7 | -10 | 99 | 3
44 | COc1ccccc1N(CC(=O)Nc1ccc(S(=O)(=O)N2CCOCC2)cc1)S(C)(=O)=O | 87 | 101 | 1 | -8 | 1 | 12 | 91 | -1
45 | CCOc1cc(NC(=S)NCC2CCCO2)c(OCC)cc1NC(=O)c1cccc(C)c1 (stereo unspecified) | 98 | 104 | -4 | 2 | -4 | 10 | 105 | -31
46 | Cc1nc(SCC(=O)Nc2ccc3c(c2)OCCO3)nc(C)c1C | 109 | 97 | -5 | 2 | 7 | -15 | 96 | -6
47 | CCNc1c(NS(=O)(=O)c2ccc(OC)cc2)c(=O)oc2ccccc12 | 92 | 90 | -14 | -4 | 3 | 2 | 104 | 0
48 | Cc1noc(C)c1COC(=O)[C@@H](NC(=O)c1ccccc1)C(C)C | 107 | 98 | -9 | -2 | 3 | -24 | 99 | 6
49 | COc1ccc(OC)c(NC(=O)C(=O)N/N=C(\C)CC(=O)Nc2ccc(Cl)cn2)c1 | 95 | 96 | 9 | 10 | 17 | 22 | 117 | -10
50 | Cc1ccc(NC(=S)NNC(=O)c2c(Cl)c(C)nn2C)cc1 | 100 | 99 | 4 | 9 | 27 | 6 | 102 | -5
51 | Cn1c(=O)oc2cc(S(=O)(=O)NC3CCCCC3)ccc21 | 103 | 108 | 8 | 6 | -2 | -3 | 112 | 10
52 | Cn1c(=O)[nH]c(=O)c2c1nc(N1CCCCC1)n2CCOc1ccccc1 | 90 | nt | 3 | -4 | 7 | 4 | 218* | -3
53 | CC(=O)CCC1C2C(O)C(C(C)C)C(OC(=O)/C=C/c3ccccc3)CC12C (stereo unspecified) | 107 | 103 | 0 | -3 | 0 | 3 | 114 | 4
54 | CCN1C(=O)CC(Sc2ccccc2N)C1=O (stereo unspecified) | 88 | 95 | -8 | 10 | 9 | -6 | 102 | -1

Sorted by molecular weight (highest first): eleven of the compounds above.
entry | SMILES | LAP4 TOR yeast | RPL19A TOR yeast | proCasp7 act | EBNA-1 inh | AHR act | ZTA DNA inh | MEP2-GFP yeast | procasp3 activ
44 | COc1ccccc1N(CC(=O)Nc1ccc(S(=O)(=O)N2CCOCC2)cc1)S(C)(=O)=O | 87 | 101 | 1 | -8 | 1 | 12 | 91 | -1
49 | COc1ccc(OC)c(NC(=O)C(=O)N/N=C(\C)CC(=O)Nc2ccc(Cl)cn2)c1 | 95 | 96 | 9 | 10 | 17 | 22 | 117 | -10
43 | O=C(CCS(=O)(=O)c1cccc2nsnc12)NCc1ccccc1Cl | 98 | 100 | 10 | -1 | 7 | -10 | 99 | 3
53 | CC(=O)CCC1C2C(O)C(C(C)C)C(OC(=O)/C=C/c3ccccc3)CC12C (stereo unspecified) | 107 | 103 | 0 | -3 | 0 | 3 | 114 | 4
47 | CCNc1c(NS(=O)(=O)c2ccc(OC)cc2)c(=O)oc2ccccc12 | 92 | 90 | -14 | -4 | 3 | 2 | 104 | 0
52 | Cn1c(=O)[nH]c(=O)c2c1nc(N1CCCCC1)n2CCOc1ccccc1 | 90 | nt | 3 | -4 | 7 | 4 | 218* | -3
46 | Cc1nc(SCC(=O)Nc2ccc3c(c2)OCCO3)nc(C)c1C | 109 | 97 | -5 | 2 | 7 | -15 | 96 | -6
50 | Cc1ccc(NC(=S)NNC(=O)c2c(Cl)c(C)nn2C)cc1 | 100 | 99 | 4 | 9 | 27 | 6 | 102 | -5
48 | Cc1noc(C)c1COC(=O)[C@@H](NC(=O)c1ccccc1)C(C)C | 107 | 98 | -9 | -2 | 3 | -24 | 99 | 6
42 | COc1cccc(CNC(=O)Cn2cc3c(n2)CCCCC3)c1 | 99 | 97 | 9 | -1 | 14 | 3 | 100 | 3
54 | CCN1C(=O)CC(Sc2ccccc2N)C1=O (stereo unspecified) | 88 | 95 | -8 | 10 | 9 | -6 | 102 | -1

High-throughput results deposited in PubChem by several laboratories.
